# Bioassay records from PubChem BioAssay.
# LANA DNA inh = KSHV C-LANA DNA binding inhibition. MBP-C-LANA/FAM-LBS DNA binding, fluorescence polarization. hit rate 0.078% among 340,000. AID 504423. inhibition, % at 9 µM;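 active = highest replicate inhibition at or above 60% at 9 µM, even if other replicates fall short; inactive = all replicates below 60% inhibition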;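 also: 0% = neutral control wells and 100% = 4 µM acridine orange control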
# Keap1 Nrf2 FP = disrupts human Keap1 binding to Nrf2 peptide; hit rate 0.15% among 340,000; Keap1 Kelch-Nrf2 peptide fluorescence polarization, 1536-well; Q14145; inhibition, % at 9.4 µM; in the data active = inhibition above about 12%;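 also: human Keap1 Kelch domain with fluorescein labeled Nrf2 9mer peptide probe; 0% = neutral control wells and 100% = peptide positive control; higher means more block of Keap1 binding to Nrf2 peptide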
# Target sequence (Q14145 whole entry, looked up, the tested form may be a part): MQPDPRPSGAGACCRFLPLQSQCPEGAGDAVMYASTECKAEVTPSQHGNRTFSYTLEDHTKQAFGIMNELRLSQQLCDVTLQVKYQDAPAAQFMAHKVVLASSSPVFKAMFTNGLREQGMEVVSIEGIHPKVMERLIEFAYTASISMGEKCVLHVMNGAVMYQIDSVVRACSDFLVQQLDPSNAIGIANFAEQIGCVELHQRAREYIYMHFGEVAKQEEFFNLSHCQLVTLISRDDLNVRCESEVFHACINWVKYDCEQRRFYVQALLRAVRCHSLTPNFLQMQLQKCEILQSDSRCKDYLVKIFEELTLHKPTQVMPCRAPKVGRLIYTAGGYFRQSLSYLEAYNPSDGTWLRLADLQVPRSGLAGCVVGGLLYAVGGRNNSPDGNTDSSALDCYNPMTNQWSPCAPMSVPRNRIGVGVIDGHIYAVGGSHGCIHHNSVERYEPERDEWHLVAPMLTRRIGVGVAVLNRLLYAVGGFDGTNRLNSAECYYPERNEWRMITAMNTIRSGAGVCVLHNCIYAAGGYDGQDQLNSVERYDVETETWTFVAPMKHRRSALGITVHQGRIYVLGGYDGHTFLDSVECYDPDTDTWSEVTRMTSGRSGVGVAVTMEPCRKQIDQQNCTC
# RTF Ca sens inh = cardiac RTF calcium desensitization | inhibition, % at 7.15 µM | hit rate 0.12% among 340,000 | IANBD-labeled cardiac RTF, Ca2+ fluorescence | P19429+P45379 | AID 493244;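 active = inhibition above the mean inhibition of all tested compounds plus 3 SD, cut at about 17% in these data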;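 also: assay run at fixed EC70 calcium of 1.6 mM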
# Rtt109 HAT inh = C. albicans Rtt109 histone acetyltransferase inhibition | inhibition, % at 34.9 µM | purified Rtt109/Vps75, ThioGlo CoA-SH fluorescence, 4 h | hit rate 0.16% among 330,000 | Q5AAJ8;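 active = inhibition of at least 50% in every replicate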
# Target sequence (Q5AAJ8 whole entry, looked up): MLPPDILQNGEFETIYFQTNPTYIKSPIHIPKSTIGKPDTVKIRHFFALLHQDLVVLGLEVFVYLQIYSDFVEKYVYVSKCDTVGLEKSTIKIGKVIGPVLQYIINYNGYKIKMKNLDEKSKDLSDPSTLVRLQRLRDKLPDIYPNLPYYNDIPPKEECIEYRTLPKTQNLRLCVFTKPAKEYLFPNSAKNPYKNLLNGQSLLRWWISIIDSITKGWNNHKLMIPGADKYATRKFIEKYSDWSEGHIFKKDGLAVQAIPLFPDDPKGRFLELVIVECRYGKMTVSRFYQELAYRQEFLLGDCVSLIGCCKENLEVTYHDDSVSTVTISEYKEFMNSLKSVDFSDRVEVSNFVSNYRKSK
# cardiac RTF act = cardiac RTF calcium sensitization; IANBD-labeled TnC RTF fluorescence at EC20 calcium; 0% EC20 calcium, 100% full calcium; hit rate 0.24% among 340,000; activation, % at 7.2 µM;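 active = activation above the mean over all tested compounds plus 3 SD, cut at about 30% in these data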;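 also: rise in fluorescence read as greater calcium sensitivity of cardiac thin filaments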
# CAL PDZ FP-1 = blocks peptide binding to human CAL PDZ domain; Q9HD26; purified CAL PDZ, TMR-peptide fluorescence polarization, 1 h; inhibition, % at 20 µM; hit rate 0.02% among 330,000; AID 504414;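 active = highest replicate inhibition of at least 40%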;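 also: plate controls were DMSO neutral control wells for no effect and unlabeled competitor peptide control wells for full effect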
#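 Test system: tagged CAL PDZ domain / Buffer or medium: sodium phosphate/NaCl buffer pH 7.4 with TCEP, IgG, Thesit / Reagent: TMR-labelled reporter peptide T*-PRC34 bound in PDZ groove / Compound dosing: single point, 20 µM / Schedule: 1 h incubation at room temperature before polarization reading / Technique: fluorescence polarization (mP) / Benchmarks: unlabelled peptide, DMSO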
# SR-BI DiI-HDL act = SR-BI HDL lipid transfer activation | hit rate 0.096% among 320,000 | activation, % at 12.5 µM | CHO ldlA[mSR-BI] cells, DiI-HDL uptake fluorescence, 3 h; 100 = double the neutral-control signal | AID 504775;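 active = mean replicate activation of at least 60% and every replicate at or above 60%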;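 also: 0% = median plate neutral-control signal and 100% = twice that signal; values of inactives mirror those of a sister screen read the other way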
#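 Test system: SR-BI-overexpressing, LDLR-lacking CHO cells; Also added: labelled HDL, 10 µg/mL; Measured by: bottom-read cell fluorescence after medium removal, ex 550/em 595 nm; Timing: 3 h uptake period with compound, 37 °C; Buffer or medium: F12, 0.5% BSA, 25 mM HEPES; Doses: single compound concentration, delivered by pin transfer.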
# CAL PDZ FP-2 = inhibitors of human CAL PDZ peptide binding | Q9HD26 | purified CAL PDZ, TMR-peptide fluorescence polarization, 1 h | inhibition, % at 24.9 µM | hit rate 0.92% among 300,000 | AID 602252;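 active = mean inhibition of at least 30% with at least half of replicates also reaching 30%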;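 also: 0% = DMSO neutral control and 100% = excess unlabeled competitor peptide PRC23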
# DAGLB inhibitor = blocks human DAGLB lipase activity; AID 504411; inhibition, % at 5.17 µM; HEK293T DAGLB membrane lysate, EnzChek fluorogenic substrate; hit rate 0.059% among 340,000; Q8NCG7; in the data active = inhibition above about 34%;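 also: 0% = enzyme with vehicle and 100% = wells lacking enzyme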
# PKA-R2B activ = PKA-R2B complex activation; P22694+P31323; PKA-R2B holoenzyme dissociation, Cy5-IP20 fluorescence polarization; R2B truncated from residue 108, S112A mutant; 0% DMSO only, 100% 113 µM cGMP; activation, % at 11.4 µM; hit rate 0.079% among 340,000; AID 504700;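 active = activation above a cutoff set at the mean over all compounds plus 3 SD, cut at about 18% in these data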;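 also: higher means more holoenzyme dissociation and a rise in polarization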
# An asterisk follows results filed as active; nt = not tested or not shown.
SMILES,LANA DNA inh,Keap1 Nrf2 FP,RTF Ca sens inh,Rtt109 HAT inh,cardiac RTF act,CAL PDZ FP-1,SR-BI DiI-HDL act,CAL PDZ FP-2,DAGLB inhibitor,PKA-R2B activ
O=C(Nc1cc(Oc2ccc(Cl)cc2)cc([N+](=O)[O-])c1)c1ccco1,0.8,3.4,8.0,-8.1,-2.8,-2.5,-26.2,0.4,-5.4,-7.4
CCN(CC(=O)NC)S(=O)(=O)c1ccc(Br)cc1,-1.1,-2.9,-0.7,-16.7,5.5,-0.9,18.0,6.6,0.3,-4.1
N/C(=N\OC(=O)CCc1ccccc1)c1ccc(Cl)cc1,2.3,-1.3,-0.5,-2.0,-3.2,-0.8,1.2,-2.2,-16.7,-6.8
COCCNC(=O)C1(C(F)(F)F)CC(CCCO)CCCO1 (stereo not given),-1.2,-0.4,-7.7,-4.2,5.6,0.7,5.6,-1.9,1.1,-8.5
N=C1SCC(=O)N1c1ncc(Cc2cccc(Cl)c2)s1,-1.2,0.1,-7.2,-8.1,-2.1,-0.7,4.1,-2.8,6.3,-2.9
CCOC(=O)Cn1nnc2c(sc3nc4c(c(-c5ccc(Cl)cc5)c32)CCC4)c1=O,2.1,-1.3,1.6,3.0,6.8,-5.6,-65.4,-2.6,-6.8,1.0
O=C(c1ccc(S(=O)(=O)N2CCCC2)cc1)N1CCN(S(=O)(=O)c2cccc(F)c2)CC1,-1.0,6.4,-9.7,-2.7,2.5,13.1,2.9,nt,-0.9,-6.2
COc1ccc(OC)c(/C=N/NC(=O)CC(=O)NC2CCCCC2)c1,-1.6,-1.1,1.0,-8.3,-9.2,-0.6,19.5,nt,-3.7,-1.7
Clc1ccc2nc3ccccn3c2c1,0.1,-6.3,-11.2,-34.1,-5.8,-0.6,-11.4,53.4*,-1.0,10.3
CCC(=O)Nc1ccc2c(c1)C(=O)N(C)C2=O,2.0,3.0,1.1,-50.8,-0.6,-0.5,2.8,1.4,-3.1,-4.4
O=C1C2CCCN2C(=S)N1c1cc(Cl)ccc1Cl (stereo not given),0.9,-2.8,14.4,7.5,-2.1,-0.5,13.7,-1.4,-2.0,-9.7
O=C(OCc1ccccc1)N1CCC2CC1c1cc(-c3ccc4c(c3)OCO4)ccc12 (stereo not given),0.6,2.7,-9.0,-9.7,4.7,-0.4,-9.2,0.6,-14.2,-1.1
CCN(C1CCS(=O)(=O)C1)S(=O)(=O)c1cccc([N+](=O)[O-])c1 (stereo not given),-0.4,-0.3,-6.3,-21.0,4.7,-1.2,18.9,3.7,-0.4,-1.5
CCO[C@@H]1c2c(ccc3ccc(=O)oc23)OC(C)(C)[C@H]1O,1.5,-1.0,-2.0,0.6,-2.6,0.7,21.0,3.5,-2.1,0.5
N#C/C(=C\c1ccc[nH]1)C(=O)Nc1ccccc1Cl,7.2,0.7,-7.0,-17.8,-1.3,-0.4,5.2,-1.6,-1.9,12.3
O=C(c1cc(N2CCOCC2)c(F)cc1[N+](=O)[O-])N1CCOCC1,0.5,-0.8,-9.5,-0.9,-12.5,1.0,10.5,-5.3,-1.6,7.4
COc1ccc(CNC(=O)NS(=O)(=O)c2ccc(C)cc2)cc1,-1.1,-2.8,-5.1,-2.7,-2.0,1.2,12.0,-1.6,0.5,-6.0
COc1cccc(C(=O)NC23CC4CC(CC(C4)C2)C3)c1,1.1,-1.5,0.7,0.7,-3.1,-5.7,-6.8,-2.0,-1.3,8.6
Cn1c(=O)oc2cc(S(=O)(=O)N3CCc4ccccc4C3)ccc21,-1.6,0.2,-5.7,2.8,6.7,-0.2,4.7,nt,-0.3,-0.1
CCC(CC)c1nnc(NC(=O)C2CC(=O)N(C3CCCC3)C2)s1 (stereo not given),0.9,-6.3,-6.7,-6.2,0.6,6.7,4.4,-0.2,0.0,-5.7
CC(C)NC(=O)C(=O)NCCCOC(C)C,0.6,2.0,-0.8,2.4,5.8,0.5,18.8,-0.2,-1.6,8.4
O=C1N[C@H](Cc2ccccc2)CO1,1.9,-6.7,1.3,-8.9,5.5,0.8,8.2,2.5,-1.2,0.0
O=C(NC(=S)NCc1ccco1)c1ccc(Br)cc1,-1.6,-0.3,1.9,-5.3,-0.3,-2.8,1.8,-3.7,-11.4,-6.6
CC(=O)c1c(C)[nH]c(C(=O)COC(=O)CNS(=O)(=O)c2ccccc2)c1C,-0.7,-2.5,-2.5,nt,-1.3,-2.0,-10.4,1.6,4.6,5.1
O=S(=O)(Nc1ccc(N2CCOCC2)cc1)c1c(F)cc(F)cc1Br,0.6,-2.9,-5.4,0.0,-6.2,-1.0,nt,-2.8,2.2,9.8
SMILES,LANA DNA inh,Keap1 Nrf2 FP,RTF Ca sens inh,Rtt109 HAT inh,cardiac RTF act,CAL PDZ FP-1,SR-BI DiI-HDL act,CAL PDZ FP-2,DAGLB inhibitor,PKA-R2B activ
COc1ccc(Cl)cc1C(=O)NNC(=S)NC(=O)c1cc(-c2ccc(Cl)cc2)nc2ccccc12,0.3,-3.8,5.2,-10.8,-5.3,-2.6,6.1,-1.9,-0.8,0.6
Cc1ccc(Cn2ccsc2=NC(=O)COC(=O)c2ccc(NC(=O)CC#N)cc2)cc1,0.7,-13.7,-18.2,1.5,-5.6,-1.1,-76.8,nt,-4.2,-1.3
Cc1ccccc1CSc1[nH]c(=O)ncc1C,-1.1,-3.9,-4.0,0.6,0.1,-2.9,16.2,-2.7,-1.4,-7.2
Cc1ccc(C)c(N2CCN(C(=O)Cn3ncn4cccc4c3=O)CC2)c1,-0.5,-4.9,1.6,5.4,3.9,0.2,-10.1,nt,1.5,1.0
O=C(NCCOc1ccc(F)cc1)C1CCC(=O)N(CCCN2CCCC2=O)C1 (stereo not given),-0.8,-4.6,-3.2,1.9,-3.8,-1.9,-2.7,-5.1,0.2,-8.0
CCn1nc(C)c(/C=N\NC(=O)c2ccc3c(c2)OCO3)c1C,-2.1,-7.6,-8.3,1.6,11.8,-2.2,-37.0,-0.3,-3.6,-7.2
COc1ccc(Cl)cc1NC(=O)COC(=O)CCCC1=NS(=O)(=O)c2ccccc2N1,2.2,4.2,-1.2,4.6,2.0,-3.0,-7.8,0.1,0.4,4.0
COc1ccc(C(=O)C2CCCN(C(=O)c3cc(C)nc(C)n3)C2)cc1OC (stereo not given),-0.7,-3.9,-19.3,0.9,6.3,-0.7,0.8,nt,-0.2,-5.4
Nc1nc(SCC(=O)c2cc3ccccc3o2)n[nH]1,-0.9,1.6,-3.2,nt,3.4,-3.0,6.8,-0.7,3.9,-2.2
COc1cc2[nH]c(=S)n(C3CCN(Cc4ccccc4)CC3)c(=O)c2cc1OC,7.3,-3.8,-8.7,10.0,6.3,-1.1,-27.3,-3.0,-2.5,-0.1
O=C1c2ccc(-c3ccc(F)cc3OCc3ccccc3)cc2S(=O)(=O)c2cccc(C(=O)N3CCN(c4ncc(Br)cn4)CC3)c21,1.7,-2.1,-10.1,-2.2,-6.0,0.3,-69.7,2.4,-5.7,-5.7
Cc1ccc(-c2nnn(CC(=O)N(Cc3cccs3)C(C(=O)NC(C)(C)C)c3ccc(C)o3)n2)o1 (stereo not given),-0.5,0.1,-5.4,-1.2,5.8,-0.1,-23.8,4.5,-2.9,-3.1
CCCCC(=O)N1CCCC(C(=O)OCC)C1 (stereo not given),1.9,-6.4,1.4,-3.1,-1.7,-1.5,8.4,nt,3.3,-13.2
COCc1nnc(NC(=O)c2ccc(S(=O)(=O)N(CC(C)C)CC(C)C)cc2)o1,0.4,-6.2,188.8*,-1.6,-0.1,-2.1,24.4,-3.2,6.2,3.0
CN1CCNC(=O)C1CC(=O)O (stereo not given),1.1,-0.2,-7.0,2.8,-2.8,0.7,30.8,-2.1,1.0,-9.4
O=C(c1cc2n(n1)C(C(F)(F)F)CC(c1ccco1)N2)N1CCc2ccccc2C1 (stereo not given),-0.4,-6.3,0.8,2.2,-1.5,-3.7,-27.3,-3.2,-0.7,-5.9
Cc1ccc(-c2csc(N(CCCN(C)C)C(=O)c3ccco3)n2)cc1,-0.4,-2.5,-12.8,-5.1,-1.4,-4.9,12.0,-0.2,-3.5,5.3
CCOCC(=O)Nc1ccc(F)c(F)c1,0.1,4.2,-2.6,-1.5,-4.3,-0.8,8.6,-1.5,0.1,12.4
O=C(c1ccc2c(c1)OCO2)N(c1ccccc1)C1C=CS(=O)(=O)C1 (stereo not given),2.0,-0.1,-4.5,4.4,10.2,0.2,-7.5,10.5,-3.0,-9.6
Cc1ncc([N+](=O)[O-])n1CC(=O)Nc1ccccc1F,1.5,-1.6,-5.4,4.8,-3.2,0.5,32.5,-0.3,0.1,-5.7
COC(=O)c1cc(C(=O)Nc2nnc(CC(C)C)s2)cc([N+](=O)[O-])c1,0.5,0.3,-0.6,7.0,0.7,-0.8,36.5,-2.1,1.8,-0.7
CN1CCN(c2ccc(Cl)cc2NC(=O)c2cc(=O)[nH]c3ccccc23)CC1,-1.2,3.6,-0.6,8.6,-1.5,-1.4,21.0,nt,2.9,-5.3
CCCCN1C[C@H](Cc2ccccc2)[C@@H](CC(=O)NCc2ccc(OC)cc2)C1=O,0.3,-7.9,2.4,15.1,-4.6,-2.1,6.8,-3.4,-3.3,2.4
O=C(NC1CCCC1)c1cnc2n(c1=O)CCS2,-0.9,-4.5,-4.0,4.7,1.7,0.3,-7.0,nt,-1.0,-1.1
Cc1ccc(O)c(NC(=O)C2=CC(c3cccs3)=NS(=O)(=O)N2C)c1,0.7,-4.1,3.1,-1.8,-1.6,-1.2,-19.4,nt,0.4,-7.6
Cc1ccc(-c2nnc(SCC(=O)N3CCOCC3)nc2-c2ccc(C)cc2)cc1,0.1,1.3,-5.4,-2.2,-6.6,-0.6,-45.6,4.9,-0.7,-15.4
CN1C[C@H]2CON(C)[C@H]2C[C@H]1c1cccc(N2CCOCC2)c1,1.2,-5.2,-3.4,1.6,3.1,0.9,11.9,-7.6,-2.8,-6.4
O=C(COC(=O)Cc1ccsc1)NCc1ccccc1,-1.3,1.7,3.8,0.5,-0.1,-1.3,4.8,-2.2,2.5,6.4
CC(C)(C)OC(=O)NCCCC[C@@H](C(=O)NCCCCCCCCCCC(=O)N1CCN(C(=O)OC(C)(C)C)CC1)n1cc(CCCC(=O)O)nn1,0.1,1.9,-9.7,-0.3,1.7,-2.0,-27.9,-1.1,1.6,-0.6
